Statin myotox sup – suppressors of simvastatin-induced myotoxicity in C2C12 myotubes; ATP luminescence, 48 h; scaled: DMSO 0, geranylgeraniol control 100; rescue of ATP level, % at 7.49 µM; hit rate 0.78% among 330,000;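 active = mean ATP rescue above about 67%, or every replicate alone reaching that limit, limit read from the data, passing the limit was not always enough; inconclusive = no clear call, values can overlap the other calls; inactive = mean under the limit and some replicate under it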;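 also: myotubes were challenged with 10 µM simvastatin during compound exposure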
miR122 inh – miR-122 inhibition in Huh7 cells | hit rate 0.3% among 340,000 | Huh7 miR-122 Renilla luciferase sensor, 48 h; neutral wells = 0, positive control = 100 | activation (reporter increase), % at 12.5 µM;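 active = mean replicate activation score at least 90 and every replicate individually at or above 90; inconclusive = only one of the two criteria met; inactive = neither criterion met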;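 also: higher luciferase means less miR-122 activity so hits act as miR-122 inhibitors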
PGC1a acetyl inh – modulators of PGC1a acetylation. U2OS PGC1a acetylation, AlphaScreen anti-acetyl-lysine; with virally co-expressed GCN5 acetyltransferase. inhibition, % at 15.6 µM. hit rate 0.17% among 350,000;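 active = every replicate shows inhibition of at least 40%; inconclusive = mean inhibition at least 40% but some replicate below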;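 also: 0% = neutral control wells and 100% = positive control wells; some results beyond the cut were filed as inactive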
F508del corr – correctors of CFTR F508del function in bronchial epithelial cells. activity (quench increase), % at 7.58 µM. hit rate 0.36% among 350,000. CFBE cells, YFP halide quenching; stimulated with forskolin plus potentiator P3; % fluorescence drop versus neutral controls. AID 720511;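 active = mean added fluorescence quench of at least 8% versus neutral control, with both replicates also reaching 8%; inconclusive = only one of the mean or replicate conditions met; inactive = mean below 8% and not both replicates reaching 8%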;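 also: cells transiently co-express mutant CFTR-F508del with the halide-sensitive YFP; corrector assay measuring rescue of mutant channel to the surface after 24 h compound exposure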
Cneo AK release – Cryptococcus neoformans lysis via adenylate kinase release. lysis activity, % at 15 µM. hit rate 0.2% among 360,000. AID 651654. C. neoformans lysis, adenylate kinase release luminescence, 4 h; normalised: neutral wells 0, clomiphene wells 100;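 active = mean lysis activity across replicates of at least 80%, whatever share of replicates individually reach that level; inactive = mean lysis activity below 80%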
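Material – Cryptococcus neoformans yeast cells · Quantity – 5 × 10^6 yeast cells/mL · Buffer or medium – YPD medium · Compound – single dose · Timing – 4 h static compound exposure, 37 °C, read 1 h post-reagent · Signal – adenylate kinase release luminescence · Read-out basis – lysis from increased AK signal · Benchmarks – Clomiphene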
FN deposition inh – fibronectin deposition inhibition; AH1F fibroblasts, Alexa488-fibronectin deposition fluorescence, overnight; inhibition, % at 12.6 µM; hit rate 0.086% among 350,000; AID 743247;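 active = mean inhibition across replicates of 30% or more, regardless of how many single replicates reach that level; inconclusive = mean under 30% yet at least half of replicates reach 30%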;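 also: positive control wells lacked labelled fibronectin entirely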
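Assay system: AH1F fibroblasts assembling fluorescent fibronectin matrix; Amount: 10000 AH1F cells per well; Buffer or medium: DMEM, 2% serum; Probe or stimulus: Alexa488-fibronectin, 24 nM final in well; Doses: single compound dose, delivered by pin transfer; Incubation: 1 h adhesion, overnight exposure; Measured by: fluorescence 485/525 nm; Read-out: fibronectin deposition inhibition.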
PglD inh – PglD (C. jejuni) enzyme inhibition; purified PglD enzyme, DTNB colorimetric CoA detection; inhibition, % at 12.5 µM; hit rate 0.098% among 360,000; in the data active = inhibition above about 16%, passing the limit was not always enough; inconclusive = no clear call, values can overlap the other calls; also: strong numbers were not always called active
INS-1E GSIS act – primary screen for activators of insulin secretion dependent on glucose, INS-1E cells, GLuc reporter luminescence; INS-1E GLuc reporter insulin secretion, 2-3 h; activation, % at 16.6 µM; hit rate 0.61% among 370,000;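 active = lowest replicate activation of at least 40%, so every replicate reaches that level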;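 also: 0% = median of neutral control wells and 100% = median of IBMX positive control wells; some compounds called inactive have numbers as strong as hits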
Active calls of the source: *; u = inconclusive; x = not tested or not shown; [ ] = another dose, or the depositor's remark. Compounds as they come; about 2.1% have a hit in one of these screens.

SMILES	Statin myotox sup	miR122 inh	PGC1a acetyl inh	F508del corr	Cneo AK release	FN deposition inh	PglD inh	INS-1E GSIS act
O=C(NC1CCCCC1)N[C@H]1CC[C@H](CC(=O)N2CCOCC2)O[C@H]1CO	4	x	-3	-7.9	-1	-4	-2	8
O=c1[nH]cc(NCc2ccccc2)c(=O)[nH]1	3	3	-5	-1.1	x	-4	x	-5
CCOC(=O)C1=C(C)NC(=O)NC1C (stereo not drawn)	-9	-5	10	x	-4	x	0	x
COc1ccccc1-c1nn2c(=O)cc(C)nc2s1	8	-3	40	x	2	-6	3	x
Oc1ccc(Cl)cc1CNCc1ccc(F)cc1	11	3	-8	2.9	-3	-2	1	-3
CC(C)c1ccc(/C=N/Nc2cc(N3CCOCC3)nc(N3CCOCC3)n2)cc1	x	6	-13	x	11	7	0	-3
CC(C)CC#Cc1cnc2c(c1)C(=O)N([C@@H](C)CO)C[C@H](C)[C@@H](CN(C)Cc1cccc(F)c1)O2	43	-6[16.7 µM]	-5	-1.6	-1	x	0	-18
CN(CC(=O)Nc1ccc(F)c(F)c1F)C(=O)C1CCCN1C(=O)c1cccs1 (stereo not drawn)	8	1	4	0.5	0	4	7	-2
CCOC(=O)NC(=O)/C(C#N)=C(/C)N(C)C	x	x	3	2.5	x	-23	x	-28
Cc1cc(=O)[nH]c(N2CCN(C(=O)c3ccco3)CC2)n1	11	4	6	-1.6	0	6	-1	18
COC(=O)c1ccc(NC(=O)C(=O)c2c[nH]c3ccccc23)cc1	6	-2	-22	1.8	0	-10	-11	10
CCC1COCCS(=O)(=O)N1Cc1cccc(C(F)(F)F)c1 (stereo not drawn)	0	1	x	1.5	1	-7	6	x
CCN(CC)S(=O)(=O)c1cc(NC(=O)C(C)OC(=O)c2[nH]c(C)c(C(C)=O)c2C)ccc1C (stereo not drawn)	x	2	-10	-3.5	2	0	-9	-14
O=C(c1cc(-c2ccc(Br)cc2)on1)N1CCc2ccccc2C1	-62	-3	10	-1.4	1	2	3	-1
COc1cc(C(=O)NNC(=O)c2nn(C)c(=O)c3ccccc23)cc(OC)c1OC	18	2	-19	0.2	-2	6	-3	4
CCn1cc(C(=O)N2CCCC2)c(=O)c2cc(S(=O)(=O)N3CCOCC3)ccc21	2	-4	x	x	0	-6	-4	x
C=CCOC(=O)c1sc(NC(=O)c2ccco2)nc1C	-30	2	8	x	-2	x	3	x
CCCCN(CCCC)C(=O)c1cc(Cl)ccc1[N+](=O)[O-]	x	2	-4	x	-1	2	2	1
C[C@@H]1CN([C@H](C)CO)C(=O)c2cc(C#Cc3ccc(F)cc3)cnc2O[C@@H]1CN(C)C(=O)c1ccccc1F	22	-6[16.7 µM]	18	0.4	-2	x	0	-29
COc1ccc(C(=O)N=C2SC3CS(=O)(=O)CC3N2c2ccc(C(C)=O)cc2)cc1 (stereo not drawn)	-6	-1	4	-0.6	-1	2	-2	22
Cc1cc(C(=O)Nc2cccc3c2O[C@H](CN(C)Cc2ccc(C(=O)O)cc2)[C@@H](C)CN([C@H](C)CO)C3=O)n(C)n1	-11	3[16.7 µM]	-4	-1.0	1	x	3	15
Cc1ccccc1C(=O)NNS(=O)(=O)c1cccc([N+](=O)[O-])c1	0	-1	x	-1.6	0	-6	-2	7
O=C(NC(=O)c1ccccc1)OCC1CCCN2CCCCC12 (stereo not drawn)	x	3	4	-1.5	-1	0	0	9
CCOC(=O)CN1C(=O)N[C@@H](c2ccco2)C(C(C)=O)=C1C	2	-5	9	3.1	0	15	6	5
CC(C)N(Cc1ccccc1)CC(O)COc1ccc(S(=O)(=O)N2CCOCC2)cc1Cl (stereo not drawn)	-3	-4	-1	-3.6	-3	4	x	-15
Cc1ccc(C(=O)COc2nc(C)cc(C)c2C#N)cc1	-8	7	-4	x	-4	x	7	x
COc1cccc(-c2ccc3c(c2)[C@H]2[C@H](CCN2C(=O)c2cccc(F)c2)[C@H](CO)N3)c1	-1	-7[16.7 µM]	-12	-2.3	5	-52	-1	-10
O=C(Nc1ccccc1)N[C@H]1CC[C@@H](CCNC(=O)c2ccccc2F)O[C@H]1CO	-1	x	4	-4.5	0	x	-2	21
CN(C)C(=O)C[C@H]1CC[C@@H]2[C@H](COc3ccc(NC(=O)C4CCOCC4)cc3C(=O)N2C)O1	-5	8[16.7 µM]	-1	-1.2	51	-17	-1	-2
COc1ccc(N2C(=O)CN(Cc3ccc(OC)c(OC)c3)C2=S)cc1	-5	-5	x	2.1	0	x	0	23

Just miR122 inh and INS-1E GSIS act (three entries from above):
molecule | miR122 inh | INS-1E GSIS act
Cc1ccccc1C(=O)NNS(=O)(=O)c1cccc([N+](=O)[O-])c1 | -1 | 7
O=C(NC(=O)c1ccccc1)OCC1CCCN2CCCCC12 (stereo not drawn) | 3 | 9
CCOC(=O)CN1C(=O)N[C@@H](c2ccco2)C(C(C)=O)=C1C | -5 | 5

Next part.
SMILES	Statin myotox sup	miR122 inh	PGC1a acetyl inh	F508del corr	Cneo AK release	FN deposition inh	PglD inh	INS-1E GSIS act
O=C(C[C@H]1C=C[C@@H](NC(=O)c2ccncc2)[C@H](CO)O1)NCC1CCCCC1	-4	x	1	-1.8	-5	-6	-2	9
Cc1cc(C)c2c(=O)[nH]c(SCC(=O)Nc3ccccc3)nc2n1	3	-4	10	x	-2	x	2	x
C[C@@H]1CN([C@H](C)CO)C(=O)Cc2cc(NC(=O)CCCCCC(=O)Nc3ccccc3N)ccc2O[C@@H]1CN(C)CC1CCCCC1	u	13[16.7 µM]	-7	-0.1	5	-19	-3	10
O=C(Nc1nc(-c2ccccn2)cs1)C1CC(=O)N(c2ccc3c(c2)OCCO3)C1 (stereo not drawn)	0	2	3	x	0	0	6	-13
COc1ccc(N2C(=O)NC(NS(=O)(=O)c3ccccc3)(C(F)(F)F)C2=O)cc1 (stereo not drawn)	-1	x	-1	-1.6	-4	8	3	6
O=C(NNC(=O)c1cccc(-n2cccc2)c1)c1ccccc1	-6	-10	0	0.0	0	3	4	11
COc1ccccc1CNC(=O)C1CCC(CNc2c(N3CCCCC3)c(=O)c2=O)CC1 (stereo not drawn)	x	x	0	1.2	-1	-2	4	-14
CCCCCc1ccc(-c2cn(Cc3ccc4ccccc4c3)nn2)cc1	-2	x	x	-0.8	0	-2	x	2
CC(C)N(Cc1nc(-c2ccc(Cl)cc2)no1)C(=O)c1cccs1	8	3	-18	x	-1	1	2	-31
C[C@@H]1CCCCO[C@@H](CN(C)S(=O)(=O)c2ccc(Cl)cc2)[C@H](C)CN([C@H](C)CO)C(=O)c2cc(NC(=O)NC3CCCCC3)ccc2O1	x	-10[16.7 µM]	4	2.1	-5	x	-3	-7
C[C@@H]1CN([C@H](C)CO)C(=O)c2cc(C3=CCCCC3)cnc2O[C@@H]1CN(C)C(=O)CN1CCOCC1	6	x	-7	0.8	1	x	0	26
CSc1nnc(-c2cnccn2)n1C	31	-4	9	0.4	0	x	5	6
CC(C)=NNC(=O)c1c(O)c2ccccc2[nH]c1=O	8	11	-17	-10	x	-27	x	7
O=C(/C=C/c1ccco1)NCCc1ccccc1	8	-1	-2	-2.8	-3	2	1	-16
CC(C)c1cc(CNC(=O)C2CCC(=O)N(Cc3ccccc3F)C2)on1 (stereo not drawn)	-4	-6	3	-3.3	1	6	1	7
CN(CCc1ccccc1)C(=O)c1ccc(NC(=O)Cc2ccc(NC(=O)C3CCCN(C(=O)C4CCC4)C3)cc2)cc1 (stereo not drawn)	-3	-6	-18	3.7	-1	-3	4	-12
O=C(c1ccccc1)c1ccc2c(c1)OCCOCCOCCOCCO2	6	x	7	-0.8	x	8	x	15
O=C(N[C@H]1CC[C@H](CCNS(=O)(=O)c2ccc(Cl)cc2)O[C@H]1CO)c1cccnc1	0	x	7	-1.0	-1	x	1	3
COCC(=O)Nc1ccc2c(c1)C(=O)N(C)[C@H]1CC[C@@H](CC(=O)NC3Cc4ccccc4C3)O[C@H]1CO2	35	13[16.7 µM]	-7	1.6	-3	6	0	-3
C[C@@H]1CCCCO[C@@H](CN(C)C(=O)CCCN(C)C)[C@@H](C)CN([C@H](C)CO)C(=O)c2cc(NC(=O)CCCN(C)C)ccc2O1	x	x	-7	-0.3	x	-1	x	13
O=C(CSc1nc2c(c(=O)n1-c1ccccc1)SCC2)N1CCN(c2ccccc2)CC1	8	-5	-39	-1.2	-1	-9	5	-24
CC1(C)Cc2c(sc(NC(=O)c3ccc(S(=O)(=O)N4CCCCCC4)cc3)c2C#N)C(C)(C)N1	3	x	-3	-0.1	0	2	-1	4
COc1ccc(/C=C(\NC(=O)c2ccccc2)C(=O)N/N=C/c2ccncc2)cc1	2	x	9	0.6	5	x	1	0
CC1(C)CC(CC(=O)O)(c2ccc(Cl)cc2)CCO1 (stereo not drawn)	7	-1	-17	x	2	-1	-4	9
Brc1ccc(-c2nnc(SCCC3OCCCO3)o2)cc1	22	0	6	x	1	-9	-4	x
C[C@@H]1CN([C@H](C)CO)C(=O)Cc2cc(NC(=O)Nc3ccc(F)cc3)ccc2O[C@H]1CN(C)C(=O)Nc1cccc2ccccc12	-5	-6[16.7 µM]	-2	-1.9	-5	x	0	3
O=C(CSc1nnc(-c2ccncc2)n1-c1ccc(Cl)cc1)Nc1ccc(C(=O)O)cc1	2	-4	14	-2.8	-3	7	3	-3
CC(=O)Nc1ccc(S(=O)(=O)N2CCCN(S(=O)(=O)c3ccc(NC(C)=O)cc3)CC2)cc1	-6	7	5	x	1	-3	-3	11
COc1cccc(-n2c(C)c(C(C)=O)c(C(C)=O)c2C)c1	5	-4	-4	x	-1	x	-5	x
Cc1ccc(C)c(Cn2cnc3c(oc4ccccc43)c2=O)c1	6	3	-2	3.3	-2	-6	-3	5
COc1ccc(C)cc1NC(=O)NCCCCc1ccccc1	8	1	-4	2.4	-1	1	2	-32
O=C(COC(=O)CCC(=O)c1cccs1)Nc1ccc(S(=O)(=O)N2CCOCC2)cc1	0	3	-3	x	-2	x	-2	x
Oc1ccccc1-c1nnc(SCCN2CCOCC2)n1Cc1ccccc1	14	241*	4	x	-1	8	-3	x
Cc1ccccc1-c1cnc2c(c1)C(=O)N([C@H](C)CO)C[C@@H](C)[C@H](CN(C)C(=O)CN(C)C)O2	15	3[16.7 µM]	-9	4.2	44	-2	-1	15
C[C@H]1CN([C@@H](C)CO)S(=O)(=O)c2ccc(C#Cc3ccc(F)cc3)cc2O[C@H]1CN(C)C(=O)NC1CCCCC1	30	5[16.7 µM]	12	10*	2	15	0	-6
Cc1cccc(S(=O)(=O)N2CCCCN3[C@H](CO)[C@H](c4ccc(-c5ccccc5)cc4)[C@@H]3C2)c1	x	13[16.7 µM]	-4	-3.4	-2	x	-2	x
C=CCn1c(C)cc(C(=O)CSc2nnc(NC(C)C)s2)c1C	-7	7	-4	x	-2	x	2	x
CCCCN(C)CCNC(=O)C1CCCN(S(=O)(=O)c2cccc3nsnc23)C1 (stereo not drawn)	3	3	-10	-0.7	-2	7	1	4

Compound activity: PubChem BioAssay, Broad Institute
